Platelet DG rel = modulates dense granule release in human platelets. human platelet-rich plasma, SFLLRN dense granule ATP release, luminescence. inhibition, %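 (compounds screened at 7.5 µM in platelet-rich plasma)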. 0.22% of 300,000 active. AID 1663;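 active means mean replicate score, as percent of positive control, at or above 50; inconclusive means mean below 50 but at least one replicate at or above 50; inactive means mean and every replicate below 50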
KLF5 inh = inhibitors of KLF5 expression | 0.23% of 290,000 active | inhibition, % at 5 µM | DLD-1 KLF5 promoter-luciferase reporter, luminescence | AID 1700;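 active means inhibition above a per-plate limit of that plate's mean compound inhibition plus 3 SD, cut at about 60% in these data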;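 further: 0% = DMSO wells and 100% = LY294002 at 200 µM; higher means less KLF5 promoter-driven luciferase light; inactives centre near -14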
aSyn UTR inh = 5' untranslated region of α-synuclein, MLPCN primary screen | alpha-synuclein 5'UTR reporter, inhibitor activity | inhibition, % (tested at 7.5 µM) | 0.82% of 300,000 active | AID 1813; in the data active means inhibition above about 60%; inconclusive means no clear call, values can overlap the other calls;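 further: H4 neuroglioblastoma cells stably carrying SNCA 5'UTR luciferase fusion; 0% = DMSO wells and 100% = positive control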
Dyrk1A ADPGlo = inhibitors of rat Dyrk1A kinase | ADP-Glo luminescence, NFATc1 peptide | 0.43% of 310,000 active | inhibition, % at 12.5 µM | AID 504441; in the data active means inhibition above about 50%;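 further: plate controls were vehicle with enzyme for no effect and no enzyme for full effect; many of its hits are not listed in these tables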
GSK3B inh = human GSK3beta kinase inhibition. GST-GSK3beta kinase, ADP-Glo luminescence, 60 min; hits give low values. 0.038% of 300,000 active. AID 2097. activity score (negative = inhibition), % at 10 µM;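 active means more than half of replicate wells score below -50%, meaning over 50% inhibition versus plate controls; inconclusive means some replicates but at most half score below -50%; inactive means no replicate scores below -50%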;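 further: 0% = median DMSO wells and -100% = median GW8510 positive control wells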
Target sequence (P49841 whole entry, looked up): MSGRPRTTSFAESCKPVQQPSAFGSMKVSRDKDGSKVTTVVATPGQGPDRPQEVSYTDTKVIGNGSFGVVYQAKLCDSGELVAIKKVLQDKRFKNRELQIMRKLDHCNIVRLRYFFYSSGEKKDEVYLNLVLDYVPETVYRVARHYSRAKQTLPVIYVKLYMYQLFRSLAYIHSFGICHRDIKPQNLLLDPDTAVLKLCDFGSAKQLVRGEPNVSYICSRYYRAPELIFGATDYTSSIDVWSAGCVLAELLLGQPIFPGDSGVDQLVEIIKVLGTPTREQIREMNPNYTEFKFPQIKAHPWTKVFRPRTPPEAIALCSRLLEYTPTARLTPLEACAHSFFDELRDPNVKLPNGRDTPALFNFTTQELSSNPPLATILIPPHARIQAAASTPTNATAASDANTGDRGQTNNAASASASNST
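Test system: GST-fused GSK3beta enzyme, cell-free | Quantity: 1.6 ng GST-GSK3beta enzyme per well | Reagent: 25 µM ATP with peptide substrate | Schedule: 60 min enzyme reaction, room temperature | Signal: Luminescent ADP-Glo measurement of ADP formed | Read-out basis: Score relative to plate controls | Control set: DMSO and 20 µM GW8510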
HSF1 inhib = HSF1 inhibition | NIH3T3-HGL HSE-luciferase, MG132-induced, luminescence 8 h; hits give low values | activity change, negative = inhibition, % at 7.5 µM (by protocol) | 0.77% of 300,000 active;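 active means more than half of replicate wells show activity change below -50%, luminescence cut by over half; inconclusive means some wells, but at most half, below -50%; inactive means no replicate well below -50%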;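 further: luciferase reports HSF-1 transcriptional activity via heat shock element; 0% = median of DMSO wells and -100% = zero luminescence signal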
GSK3 alpha inh = blocks human GSK-3 alpha kinase | ADP-Glo luminescence, 60 min | inhibition, % at 10 µM | AID 2650 | P49840 | 0.1% of 320,000 active;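 in the data active means inhibition above about 50%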;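 further: GST-tagged GSK-3 alpha with peptide substrate and 25 µM ATP; 0% = DMSO neutral wells and 100% = GW8510 positive control wells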
Target sequence (P49840 whole entry, looked up): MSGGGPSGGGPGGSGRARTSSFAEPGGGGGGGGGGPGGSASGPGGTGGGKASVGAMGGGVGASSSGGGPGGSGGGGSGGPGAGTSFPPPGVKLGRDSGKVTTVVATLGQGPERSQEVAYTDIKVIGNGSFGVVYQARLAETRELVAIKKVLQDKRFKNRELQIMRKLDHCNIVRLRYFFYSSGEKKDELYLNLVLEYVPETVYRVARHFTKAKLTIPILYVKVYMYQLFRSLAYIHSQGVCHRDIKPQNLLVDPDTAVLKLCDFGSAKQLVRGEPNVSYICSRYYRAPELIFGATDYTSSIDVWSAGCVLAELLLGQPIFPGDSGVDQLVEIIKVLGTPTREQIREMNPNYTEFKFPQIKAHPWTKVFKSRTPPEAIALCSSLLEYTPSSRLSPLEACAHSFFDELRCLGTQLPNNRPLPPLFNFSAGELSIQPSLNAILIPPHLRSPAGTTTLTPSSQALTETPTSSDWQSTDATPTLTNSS
IEC-6 cytotox = counter-screen for KLF5 inhibitors: cytotoxicity in IEC-6 cells; IEC-6 cytotoxicity, luminescence viability; inhibition, % at 5 µM; 0.78% of 290,000 active; AID 1825; in the data active means inhibition above about 22%;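 further: 0% = plate median of test compound wells and 100% = cytotoxic reference compound wells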
HSP90 inh = inhibitors of HSP90 luciferase refolding in rabbit reticulocyte lysate. luciferase refolding luminescence, 3 h. inhibition, % at 5.6 µM. 0.91% of 290,000 active;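 active means inhibition above the screen-wide mean plus 3 SD, computed separately per campaign, cut at about 16% in these data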;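 further: 0% = DMSO wells and 100% = 60 µM geldanamycin wells; inhibitors lower the luminescence because luciferase stays unfolded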
HSF-1 act = increases HSF-1 driven luciferase reporter signal; 1.7% of 300,000 active; activation, % at 9 µM; AID 504408; NIH3T3-HGL HSF-1 luciferase reporter, MG132, 8 h; 100% = twice DMSO control signal;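 active means mean replicate activation of at least 50% with a set share of replicates each reaching 50%; inconclusive means only one of those two conditions met; inactive means mean below 50% and too few replicates reaching it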;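 further: 0% = median of the neutral control wells and 100% = twice that signal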
Starred values were filed as active, the others as inactive; u = inconclusive; x = no result given.

SMILES | Platelet DG rel | KLF5 inh | aSyn UTR inh | Dyrk1A ADPGlo | GSK3B inh | HSF1 inhib | GSK3 alpha inh | IEC-6 cytotox | HSP90 inh | HSF-1 act
Nc1c(C(=O)O)cnn1-c1ccc([N+](=O)[O-])cc1 | -13 | -4 | -4 | 2 | -3 | -8 | -2 | 1 | -4 | 4
CCCC1=[N+](CC(=O)c2ccc(C)cc2)CCn2cccc21 | 11 | -14 | -51 | 0 | -15 | 1 | -1 | 7 | -1 | 4
O=C(c1cc(N2C(=O)C3C4CCC(C4)C3C2=O)ccc1Cl)N1CCN(c2ccccc2F)CC1 (stereo unspecified) | 7 | 0 | 6 | -3 | 8 | -2 | 2 | -9 | -1 | 6
CCOC(=O)c1c(C)c(C(=O)N2CCN(C(=O)c3ccco3)CC2)c(C)n1C | -11 | -12 | 5 | 4 | 0 | 0 | -1 | -14 | -1 | -11
COc1ccc(C2=NS(=O)(=O)N(C)C(C(=O)N3CCCCC3C)=C2)cc1 (stereo unspecified) | -2 | -10 | 7 | 2 | 0 | -16 | -1 | 2 | 4 | -34
Cc1ccc(NC(=O)Cn2cccc2C2=NC(c3ccccc3)CO2)c(C)c1 (stereo unspecified) | 17 | -29 | 18 | 0 | -1 | 7 | -1 | 0 | 1 | 4
COCCn1c(=NC(=O)CCS(=O)(=O)c2ccccc2)sc2cc(F)ccc21 | -3 | -17 | 21 | 11 | 3 | 6 | -2 | -4 | 0 | 5
CC(C)OCCCNc1ncc2c(n1)CC(c1ccc(N(C)C)cc1)CC2=O (stereo unspecified) | -1 | -34 | -23 | 6 | 0 | 2 | 1 | -1 | 3 | 3
O=C(NCCN1CCc2ccccc2C1)Nc1ccc(F)cc1 | -1 | -6 | -42 | -11 | -1 | -1 | -2 | -1 | -6 | 5
CCOC(=O)C1CCN(C(=O)c2cc3c(=O)n4ccccc4nc3s2)CC1 | -9 | -32 | -22 | 5 | -1 | -1 | 0 | -6 | -3 | 10
CC(C)C[C@H](NC(=O)N1CCn2c1nc1ccccc12)C(=O)N[C@H](Cc1ccccc1)C(=O)O | -2 | -11 | -2 | 2 | 1 | -2 | -4 | 2 | 0 | 8
Cc1ccc(S(=O)(=O)NCc2c(-c3ccccc3)noc2C)cc1 | 5 | 7 | 17 | -3 | 2 | -13 | 10 | 0 | 4 | -2
COc1ccccc1NS(=O)(=O)c1cc(NC(=O)CC(C)(C)C)ccc1N1CCOCC1 | 0 | -4 | 8 | -6 | -1 | 8 | 0 | -4 | -1 | 9
COc1ccc(N2CCN(S(=O)(=O)c3ccc4c(c3)NC(=O)C(C)S4)CC2)cc1 (stereo unspecified) | -8 | 0 | -11 | 5 | 0 | 2 | -3 | 0 | -4 | 14
COc1ccccc1C(=O)Nn1cnnc1 | -3 | -4 | -1 | 6 | 0 | 2 | 0 | 4 | 4 | 14
COc1cc(C(=O)Nc2nc3ccccc3s2)ccc1OCc1c(C)noc1C | 13 | -21 | -110 | 32 | x | 13 | -2 | 4 | 0 | 39
CNC(=O)CN(c1cccc(Br)c1)S(C)(=O)=O | -3 | -14 | -5 | -6 | 1 | -3 | 5 | -5 | 2 | -8
O=C(Nc1nnc(-c2ccccc2)s1)c1ccc(Cl)c(S(=O)(=O)N2CCOCC2)c1 | -9 | 0 | -32 | x | -1 | -7 | x | 1 | 0 | -31
Cc1[nH]c(=O)[nH]c(=O)c1S(=O)(=O)N1CCC(C(=O)N2CCN(c3cccc(C(F)(F)F)c3)CC2)CC1 | 4 | 5 | 28 | 1 | 2 | 0 | 2 | -2 | -1 | -4
COc1cc(/C=C2\SC(=S)N(NC(=O)c3cccnc3)C2=O)ccc1O | 2 | -4 | 7 | 30 | -3 | -1 | 1 | -2 | 2 | 18
COc1cc(C)c(Cl)cc1S(=O)(=O)NC1CC(C)(C)NC(C)(C)C1 | -2 | -12 | 0 | x | 2 | -5 | -4 | 0 | 2 | -2
Cc1nn(-c2ccccc2)c(C)c1/C=N/n1c(-c2ccc(C(C)(C)C)cc2)n[nH]c1=S | 1 | -11 | 5 | 7 | 2 | 7 | 0 | -4 | 1 | 17
O=C(NCc1ccccc1)c1ccc(Cl)nc1 | 1 | 2 | 3 | -4 | -1 | 0 | 1 | -2 | 4 | 7
COc1ccccc1NC(=O)Cn1c(C)nc2c(sc(=S)n2Cc2ccco2)c1=O | -2 | -11 | 6 | 4 | -2 | 6 | 0 | 1 | 0 | 5
COCCNC(=O)C1CCC(CNS(=O)(=O)c2c(C)cc(C)cc2C)CC1 (stereo unspecified) | -6 | -11 | 4 | 2 | 0 | -8 | 0 | 6 | 1 | -1
CSCCCNC(=S)Nc1cccc(S(=O)(=O)NC2=NCCC2)c1 | 0 | -12 | 5 | -3 | -2 | 0 | -3 | 1 | -1 | 8
N#Cc1c(N)nc(SCc2ccccn2)c(C#N)c1-c1cccs1 | -1 | -29 | 25 | 17 | -4 | 18 | 1 | 4 | -1 | 31
COC(CN(C(=O)CCl)C(C(=O)NC1CCCCC1)c1ccc(Cl)cc1)OC (stereo unspecified) | 8 | 0 | -16 | -2 | 1 | 4 | -3 | 7 | -1 | 8
COc1ccc(NS(=O)(=O)c2cccc(NC(=O)COc3ccc(OC)cc3)c2)cc1 | -2 | -25 | 11 | x | 3 | -2 | 0 | 2 | 5 | -10
COc1ccc(N2CCN(CC(=O)NC(=O)NC(C)(C)C)CC2)cc1 | 1 | -41 | 21 | -3 | 3 | -4 | 0 | 2 | 0 | 9
CCSc1ccccc1C(=O)Nc1cccc(OC)c1 | -1 | -11 | -20 | 0 | -1 | -9 | 0 | -4 | -3 | -5
COCC(C)n1c(=O)sc2ccccc2c1=O (stereo unspecified) | -4 | -35 | 3 | -3 | 1 | 1 | 0 | -6 | -2 | -10

Following part.
Every second line gives: Platelet DG rel | KLF5 inh | aSyn UTR inh | Dyrk1A ADPGlo | GSK3B inh | HSF1 inhib | GSK3 alpha inh | IEC-6 cytotox | HSP90 inh | HSF-1 act
COc1ccc(S(=O)(=O)Nc2ccc(F)cc2F)cc1C(=O)N1CCOCC1
  -1 | 0 | 6 | 4 | 3 | 2 | -1 | 0 | -3 | 29
CCn1c(O)c(N=NC(=O)CNc2ccc(C)cc2)c2ccccc21
  2 | -23 | -12 | -1 | 3 | -10 | -2 | 4 | 2 | -8
Cc1ccc(NC(=O)c2ccc3nsnc3c2)c(Cl)c1
  9 | -39 | 18 | -2 | -2 | 19 | 1 | 8 | 10 | 46
COc1ccc(CNC(=O)C2CCC(=O)N(CCCN3CCCC3=O)C2)cc1 (stereo unspecified)
  1 | 0 | 1 | 0 | -2 | -5 | 1 | 1 | -4 | -11
Cc1ccc(NC(=O)C2CCN(C(=O)[C@@H]3Cc4ccccc4CN3)CC2)c(C)c1
  2 | -16 | -6 | -1 | 3 | -1 | 1 | -2 | -3 | 9
Cc1ccccc1Cn1c(O)c(N=NC(=S)Nc2ccccc2F)c2ccccc21
  3 | -7 | 73* | 10 | 3 | -14 | -1 | -4 | 6 | -6
CCCCCn1c(=O)[nH]c2cc(C(=O)Nc3ccc(OC)cc3)ccc2c1=O
  2 | -12 | 12 | -8 | 2 | -1 | -2 | 6 | -4 | -4
c1ccc(/N=C2\N=C(Nc3ccccn3)c3ccccc32)nc1
  6 | x | u | x | 2 | -9 | -2 | x | x | 3
CC(C)(C)NC(=O)C(c1ccco1)N(Cc1ccc(F)cc1)C(=O)c1snc(C(N)=O)c1N (stereo unspecified)
  -9 | -1 | 5 | -3 | -3 | 8 | 0 | -2 | 0 | -7
Cc1ccc(NC(=O)C2C3CCC(O3)C2C(=O)O)cc1C (stereo unspecified)
  0 | -30 | -9 | -1 | 2 | -22 | 3 | 8 | 5 | -18
O=C(NC1CCCCCCC1)C1CCCN(S(=O)(=O)c2cnc[nH]2)C1 (stereo unspecified)
  15 | -27 | -4 | 1 | -1 | -2 | -2 | 0 | 0 | 3
CCN1C(=O)/C(=C/C=C2\C=CN(CC)c3ccccc32)SC1=S
  -4 | -34 | -80 | 9 | 2 | 1 | 4 | -2 | 3 | -3
Nc1nc(-c2cccnc2)nn1C(=O)COc1ccccc1
  2 | -16 | -3 | 8 | 0 | 3 | -5 | -4 | -2 | 41
CCN(CC)C(=O)CSc1nnc(-c2ccc(S(=O)(=O)N3CCOCC3)cc2)n1C
  -20 | -17 | 3 | 29 | 3 | -11 | -1 | -6 | -3 | -2
Cc1cc(-c2ccccc2)nc(N/N=C/c2ccccc2)n1
  1 | -47 | -110 | 0 | 0 | 17 | -1 | 3 | -2 | 20

Compounds above with a Cl atom (6):
Every second line gives: Platelet DG rel | KLF5 inh | aSyn UTR inh | Dyrk1A ADPGlo | GSK3B inh | HSF1 inhib | GSK3 alpha inh | IEC-6 cytotox | HSP90 inh | HSF-1 act
O=C(c1cc(N2C(=O)C3C4CCC(C4)C3C2=O)ccc1Cl)N1CCN(c2ccccc2F)CC1 (stereo unspecified)
  7 | 0 | 6 | -3 | 8 | -2 | 2 | -9 | -1 | 6
O=C(Nc1nnc(-c2ccccc2)s1)c1ccc(Cl)c(S(=O)(=O)N2CCOCC2)c1
  -9 | 0 | -32 | x | -1 | -7 | x | 1 | 0 | -31
COc1cc(C)c(Cl)cc1S(=O)(=O)NC1CC(C)(C)NC(C)(C)C1
  -2 | -12 | 0 | x | 2 | -5 | -4 | 0 | 2 | -2
O=C(NCc1ccccc1)c1ccc(Cl)nc1
  1 | 2 | 3 | -4 | -1 | 0 | 1 | -2 | 4 | 7
COC(CN(C(=O)CCl)C(C(=O)NC1CCCCC1)c1ccc(Cl)cc1)OC (stereo unspecified)
  8 | 0 | -16 | -2 | 1 | 4 | -3 | 7 | -1 | 8
Cc1ccc(NC(=O)c2ccc3nsnc3c2)c(Cl)c1
  9 | -39 | 18 | -2 | -2 | 19 | 1 | 8 | 10 | 46

High-throughput results deposited in PubChem by several laboratories.

These rows are one share of the data. The share of hits here may be higher or lower than overall.
